Compound activity from PubChem BioAssay.
IEC-6 tox = counter-screen for KLF5 inhibitors: cytotoxicity in IEC-6 cells; IEC-6 cytotoxicity, luminescence viability; inhibition, % at 5 µM; actives 0.78% (n = 290,000); AID 1825; in the data active means inhibition above about 22%;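 further: 0% = plate median of test compound wells and 100% = cytotoxic reference compound wells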
HSF1 inhib = HSF1 inhibition; NIH3T3-HGL HSE-luciferase, MG132-induced, luminescence 8 h; active compounds read low; activity change, negative = inhibition, % at 7.5 µM (by protocol); actives 0.77% (n = 300,000); AID 2098;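 active means more than half of replicate wells show activity change below -50%, luminescence cut by over half; inconclusive means some wells, but at most half, below -50%; inactive means no replicate well below -50%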;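 further: luciferase reports HSF-1 transcriptional activity via heat shock element; 0% = median of DMSO wells and -100% = zero luminescence signal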
AI-2 QS modul = Vibrio harveyi AI-2 quorum sensing modulation; Vibrio harveyi JMH597 AI-2 luminescence/OD600 ratio, 9 h; active compounds read low; strain lacks LuxN and CqsS sensors; 0 = neutral-control median; activity change, % at 7.5 µM; actives 0.4% (n = 300,000); AID 2094; in the data active means activity change below about -75%, passing the limit was not always enough; inconclusive means no clear call, values can overlap the other calls;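 further: luminescence divided by OD600 gain over 9 h not by final OD600 alone; inactives centre near 13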
HSP90 inh = blocks HSP90-mediated luciferase refolding in reticulocyte lysate; actives 0.91% (n = 290,000); inhibition, % at 5.6 µM; AID 1789; Rabbit reticulocyte lysate, luciferase refolding luminescence, 3 h;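 active means inhibition above the screen-wide mean plus 3 SD, computed separately per campaign, cut at about 16% in these data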;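 further: 0% = DMSO wells and 100% = 60 µM geldanamycin wells; inhibitors lower the luminescence because luciferase stays unfolded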
aSyn UTR inh = 5' untranslated region of α-synuclein, MLPCN primary screen; inhibition, % (tested at 7.5 µM); alpha-synuclein 5'UTR reporter, inhibitor activity; actives 0.82% (n = 300,000); in the data active means inhibition above about 60%; inconclusive means no clear call, values can overlap the other calls;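 further: H4 neuroglioblastoma cells stably carrying SNCA 5'UTR luciferase fusion; 0% = DMSO wells and 100% = positive control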
KLF5 inh = inhibitors of KLF5 expression; DLD-1 KLF5 promoter-luciferase reporter, luminescence; actives 0.23% (n = 290,000); inhibition, % at 5 µM;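 active means inhibition above a per-plate limit of that plate's mean compound inhibition plus 3 SD, cut at about 60% in these data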;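 further: 0% = DMSO wells and 100% = LY294002 at 200 µM; higher means less KLF5 promoter-driven luciferase light; inactives centre near -14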
GSK3A inh = blocks human GSK-3 alpha kinase; P49840; ADP-Glo luminescence, 60 min; inhibition, % at 10 µM; actives 0.1% (n = 320,000);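 in the data active means inhibition above about 50%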;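 further: GST-tagged GSK-3 alpha with peptide substrate and 25 µM ATP; 0% = DMSO neutral wells and 100% = GW8510 positive control wells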
Target sequence (P49840 whole entry, looked up): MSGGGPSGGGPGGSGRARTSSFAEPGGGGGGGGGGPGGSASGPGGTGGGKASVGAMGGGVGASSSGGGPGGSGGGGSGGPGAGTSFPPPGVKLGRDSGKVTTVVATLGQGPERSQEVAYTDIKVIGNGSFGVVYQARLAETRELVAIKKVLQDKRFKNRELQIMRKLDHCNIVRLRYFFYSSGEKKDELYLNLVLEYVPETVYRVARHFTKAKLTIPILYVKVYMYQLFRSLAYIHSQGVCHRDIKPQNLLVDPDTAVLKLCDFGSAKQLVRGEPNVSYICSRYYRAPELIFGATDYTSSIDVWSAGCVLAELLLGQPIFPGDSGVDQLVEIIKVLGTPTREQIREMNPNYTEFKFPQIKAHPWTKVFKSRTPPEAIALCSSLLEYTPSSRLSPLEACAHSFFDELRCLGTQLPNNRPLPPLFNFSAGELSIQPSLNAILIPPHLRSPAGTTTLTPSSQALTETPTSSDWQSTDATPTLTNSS
HSF1 activator = increases HSF-1 driven luciferase reporter signal. NIH3T3-HGL HSF-1 luciferase reporter, MG132, 8 h; 100% = twice DMSO control signal. activation, % at 9 µM. actives 1.7% (n = 300,000). AID 504408;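 active means mean replicate activation of at least 50% with a set share of replicates each reaching 50%; inconclusive means only one of those two conditions met; inactive means mean below 50% and too few replicates reaching it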;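 further: 0% = median of the neutral control wells and 100% = twice that signal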
PolyA inhibitor = yeast polyadenylation inhibition | S. cerevisiae SKY197-pL101 polyadenylation reporter, beta-gal luminescence; efflux-impaired pdr1/pdr3 knockout yeast; score 100 = 6 SD above DMSO | calls only at 12 µM | actives 0.02% (n = 300,000) | AID 1875;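 active means lowest replicate activity score at least 50, where 100 means six control SD above control mean; inconclusive means lowest score under 50 but half or more replicates reach 50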;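 further: yeast exposed to compound for 9 h at 30 °C; higher score means more reporter readthrough which indicates perturbed polyadenylation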
GSK3B inh = inhibitors of human GSK3beta kinase | P49841 | GST-GSK3beta kinase, ADP-Glo luminescence, 60 min; active compounds read low | activity score (negative = inhibition), % at 10 µM | actives 0.038% (n = 300,000) | AID 2097;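 active means more than half of replicate wells score below -50%, meaning over 50% inhibition versus plate controls; inconclusive means some replicates but at most half score below -50%; inactive means no replicate scores below -50%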;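 further: 0% = median DMSO wells and -100% = median GW8510 positive control wells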
Target sequence (P49841 whole entry, looked up): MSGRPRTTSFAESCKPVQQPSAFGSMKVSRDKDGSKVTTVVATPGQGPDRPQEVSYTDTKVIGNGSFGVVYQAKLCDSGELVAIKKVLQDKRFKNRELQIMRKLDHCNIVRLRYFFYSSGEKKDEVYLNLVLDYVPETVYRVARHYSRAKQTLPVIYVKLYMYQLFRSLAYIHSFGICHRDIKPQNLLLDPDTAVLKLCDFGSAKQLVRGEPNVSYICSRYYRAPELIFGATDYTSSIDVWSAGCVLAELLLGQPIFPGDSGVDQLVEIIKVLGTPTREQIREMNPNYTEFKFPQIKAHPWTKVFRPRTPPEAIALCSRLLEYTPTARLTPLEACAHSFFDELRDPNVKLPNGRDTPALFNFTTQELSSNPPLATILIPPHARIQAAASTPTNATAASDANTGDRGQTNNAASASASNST
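Test system – GST-tagged human GSK3beta kinase, cell-free · Incubation – 60 min enzyme reaction, room temperature · Signal – ADP-Glo luminescence · Also added – peptide substrate and ATP at 25 µM · Controls – DMSO neutral wells and GW8510 at 20 µM as positive · Buffer or medium – Tris/MgCl2 kinase buffer · Measure – Luminescence-derived activity versus plate DMSO and GW8510 wells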
The depositor's hits bear a star; i = inactive; ? = inconclusive; / = not tested or not shown. Not all compounds are listed, so the mix of outcomes need not match the whole.

The line under a structure holds: IEC-6 tox	HSF1 inhib	AI-2 QS modul	HSP90 inh	aSyn UTR inh	KLF5 inh	GSK3A inh	HSF1 activator	PolyA inhibitor	GSK3B inh
CCC(C)Sc1nnc(Cc2cc(=O)[nH]c(=O)[nH]2)n1-c1ccc(F)cc1 (stereo unspecified)
    7	-8	26	0	17	-25	-2	-6	i	1
COn1c(-c2ccc(Cl)cc2)nc2ncccc21
    7	5	25	-1	-107	-84	4	35	i	1
COc1ccc(-c2nc3c(c4nnc(SC(C)C(=O)Nc5ccc(C)cc5)n24)COC(C)(C)C3)cc1 (stereo unspecified)
    -3	-8	18	-3	31	-8	7	-15	i	0
COc1ccc(CCN2CC(C(=O)N(C)CCc3cn[nH]c3)CCC2=O)cc1 (stereo unspecified)
    -3	-1	17	-2	7	-24	/	-6	i	5
Cc1ccc(C(=O)N2CCN(c3ccc([N+](=O)[O-])c(NCc4cccnc4)c3)CC2)cc1
    6	9	17	1	30	-8	-2	39	i	2
CCNC(=S)N(Cc1c(C)noc1C)c1ccccc1
    -4	-34	9	0	6	-37	-2	-49	i	1
CCOc1cc(C#N)c(NC(=O)c2ccnn2C)cc1OCC
    2	-1	7	-3	5	7	2	-23	i	1
O=C(O)[C@H](Cc1ccccc1)NC(=O)N1CCN(c2cccc(C(F)(F)F)c2)CC1
    -2	-6	22	-1	9	-10	-2	8	i	0
O=C(NC1CCOCC1)C1CCC(=O)N(Cc2ccc(Cl)cc2)C1 (stereo unspecified)
    0	-3	16	-1	24	1	-3	3	i	-3
Cc1ccccc1CNC(=O)CN(c1ccccc1Cl)S(C)(=O)=O
    -2	-8	6	7	-6	-9	8	-3	i	-5
COc1ccc2sc(N3C(=O)C4CC=C(C)CC4C3=O)nc2c1 (stereo unspecified)
    2	-3	20	1	-11	19	-2	7	i	0
CCN1CCN(c2cc(C)c3cc(NC(=S)N4CCOCC4)ccc3n2)CC1
    5	-4	14	2	-24	-15	1	4	i	3
CCOC(=O)C1=C(COc2ccccc2)NC(=O)NC1c1ccc(Br)cc1 (stereo unspecified)
    4	5	39	1	12	-30	-3	5	i	0
COc1ccc(-c2nc(CSCC(=O)N3CCN(c4cccc(C)c4)C(C)C3)c(C)o2)cc1OC (stereo unspecified)
    5	14	46	-4	31	3	5	24	i	2
COc1ccc(-c2cc(C(=O)O)c3c(C)nn(-c4ccccn4)c3n2)cc1
    1	-2	15	-1	8	1	/	-6	i	-4
O=C(CSc1ccsc1[N+](=O)[O-])N1CCCCC1
    -3	2	-2	2	3	0	/	15	i	1
CCCn1c(C)cc(-c2csc(NC(=O)CCc3nc4ccccc4c(=O)[nH]3)n2)c1C
    /	-3	41	/	4	/	0	-9	i	3
OCCN(CCCn1c(-c2ccncc2)nc2ccccc21)c1nc(CN2CCCCC2)cs1
    7	3	-1	-4	10	-10	10	18	i	-4
CCN(CC)S(=O)(=O)c1ccc(C(=O)N2CCN=C2SC)cc1
    8	-11	50	2	-7	-1	-1	-6	i	0
CCOC(=O)CSc1nsc(SCC(=O)OCC)c1C#N
    -2	-2	-13	-2	9	-3	0	1	i	-2

New compounds follow.
The line under a structure holds: IEC-6 tox	HSF1 inhib	AI-2 QS modul	HSP90 inh	aSyn UTR inh	KLF5 inh	GSK3A inh	HSF1 activator	PolyA inhibitor	GSK3B inh
O=C1CC(c2ccncc2)c2cc3c(cc2N1)OCO3 (stereo unspecified)
    -1	/	11	-1	/	11	-1	/	/	-1
Clc1ccc2nc(N3CCN(c4ccccc4)CC3)sc2c1
    0	40	13	0	-109	-76	-1	?	i	-1
CCCCC(=O)N1CC2(C)CN(C(=O)CCCC)CC(C)(C1)C2=O
    1	3	-12	1	6	-5	1	27	i	-4
COc1cccc(OC)c1C(=O)Nc1ccc(CN2CCCCC2)cc1
    -7	1	25	-6	-16	-8	0	-11	i	5
CCCCOc1ccc(-c2nc(SCC(N)=O)n[nH]2)cc1
    -5	11	-22	-5	-114	-61	0	19	i	2
COc1ccc(CC(=O)NCCCSc2ccccc2)cc1OC
    4	-4	9	11	6	-11	/	8	i	-2
Cc1ccc([N+](=O)[O-])cc1NC(=O)c1cccs1
    -1	3	42	-1	-17	7	-4	30	i	-2
COc1cc(CNC(C)(C)CO)cc(Br)c1OCc1ccccc1
    11	-6	21	2	-4	-20	0	-11	i	1
CCCNC(=O)c1noc2c1CCc1cc(OC)ccc1-2
    3	18	13	11	-71	-76	-2	67*	i	-2
Cc1ccc(C2CC(c3ccc(NS(C)(=O)=O)cc3)=NN2C(=O)c2ccco2)cc1 (stereo unspecified)
    5	7	49	4	20	-24	-1	19	i	0
CCCCOc1ccc(S(=O)(=O)Nc2ccc(NC(C)=O)cc2)cc1
    2	-6	15	-1	-8	-7	1	5	i	0
CCOC(=O)c1c(C)nc2ccccn12
    2	-2	4	0	18	-17	0	-9	i	-3
CC(=O)Nc1ccc(Nc2ccccc2)cc1
    -2	4	12	-3	-2	-9	-1	-1	i	-1
Oc1c(Br)cc(/C=N/n2c(-c3ccccc3)n[nH]c2=S)c(Br)c1O
    -5	-3	31	7	1	-14	1	-7	i	1
CCCn1c(SCC(=O)Nc2nnc(C)s2)nnc1-c1ccoc1C
    2	0	31	1	13	-30	-1	-7	i	1
C=CCn1c(-c2csc3c2CCC(C)C3)n[nH]c1=S (stereo unspecified)
    0	0	-1	-2	17	-34	-3	-26	i	0
[S-]c1nnc(-c2ccc(Br)cc2)n1-c1ccccc1.[Zn+2]
    -2	-4	15	3	14	-30	-6	0	i	-1
Cc1ccc(SCc2[nH]nc3c2C2(C(=O)Nc4ccc([N+](=O)[O-])cc42)C(C#N)=C(N)O3)cc1 (stereo unspecified)
    2	13	22	0	-3	-20	5	22	i	2
O=C(O)c1cccc(NC(=O)c2ccc(N3C(=O)c4ccc(C(=O)Nc5cccc(C(=O)O)c5)cc4C3=O)cc2)c1
    -8	-8	15	3	-8	-16	0	2	i	0
COc1ccc2[nH]cc(CCNC(=O)CS(=O)(=O)Cc3ccccc3)c2c1
    4	0	-3	2	6	-8	-2	-24	i	1

(cont.)
The line under a structure holds: IEC-6 tox	HSF1 inhib	AI-2 QS modul	HSP90 inh	aSyn UTR inh	KLF5 inh	GSK3A inh	HSF1 activator	PolyA inhibitor	GSK3B inh
Cc1nc2c(c(=O)n1CCC1=CCCCC1)c1nc3ccccc3nc1n2/N=C/c1ccccc1
    0	9	9	4	21	-40	-5	11	i	0
Cc1ccc(C(=O)NCC(=O)OCC(=O)Nc2ccccc2[N+](=O)[O-])cc1
    -5	-4	19	-2	1	-36	-5	-3	i	-6
CCOC(=O)C1CCN(C(=O)C2(NC(=O)NC3CCCCC3)CCCCC2)CC1
    2	-5	5	1	21	-17	-1	7	i	3
COc1ccc(NC2CS(=O)(=O)CC2NCc2ccco2)cc1 (stereo unspecified)
    2	-9	8	1	10	1	0	-2	i	0
Cc1cc(C)c2oc(=O)cc(CN3CCC(C)CC3)c2c1
    3	6	10	3	0	-2	-2	2	i	3
O=C1C2C3c4ccccc4C(c4ccccc43)C2C(=O)N1c1ccncc1 (stereo unspecified)
    -3	-2	8	5	21	5	/	-7	i	5
Cc1[nH]c(C)c(S(=O)(=O)NCCc2ccccc2)c1C(=O)N1CCCCC1
    -5	-8	34	5	-6	-19	/	4	i	0
COc1ccc(Cl)c2c1[nH]c1nc(SCc3ccccn3)nnc12
    -7	43	19	3	-106	-199	-5	103*	i	-1
COc1ccc(CNC(=O)C2CC(c3ccc(F)cc3)=NO2)cc1 (stereo unspecified)
    3	-2	-9	-2	-17	2	5	0	i	2
CCCN1Cc2cccc(C(=O)Nc3ccc(CN4CCCC4)cc3)c2C1=O
    -2	-5	12	-1	-30	-11	6	0	i	0
Cc1nnc(SCCn2c(N3CC(C)CC(C)C3)nc3c2c(=O)n(C)c(=O)n3C)s1 (stereo unspecified)
    -5	-10	3	-1	15	-23	/	0	i	-1
Cc1ccc(C(=O)Oc2ccc(C(=O)COC(=O)c3cnccn3)cc2)cc1
    -1	-6	4	-1	-24	-32	-3	29	i	0
COC(=O)c1cccnc1-n1c(=O)c2cccnc2n(Cc2ccc(Cl)cc2)c1=O
    0	4	20	3	9	-35	-1	14	i	0
O=C(O)CCC(=O)Nc1ccc(SSc2ccc(NC(=O)CCC(=O)O)cc2)cc1
    -8	-1	3	3	-6	-63	0	-4	i	-2
COC(=O)c1ccc(CSc2nnc(C)s2)cc1
    -1	10	2	-4	-35	-33	-5	23	i	-3
CCOC(=O)n1c(=O)n(Cc2c(Cl)cccc2Cl)c2ccccc21
    4	-6	9	-2	-7	-27	-3	8	i	-1
CCCOc1ccc(Cc2nc(N)nc(N)n2)cc1
    6	-15	16	-1	3	-4	-1	-31	i	-3
CC1CCN(CCCNC(=O)c2cc3c(s2)-c2ccccc2OC3)CC1
    5	-5	3	1	0	-16	7	-14	i	-3
O=C1c2ccccc2NC(c2ccccc2Cl)N1N=C1CCCCCC1 (stereo unspecified)
    1	23	9	-3	-179	-62	2	32	i	-1
COCC(C)OC(=O)C(C#N)c1nc2ccccc2nc1N1CCN(Cc2ccccc2)CC1 (stereo unspecified)
    2	9	4	1	48	-4	-1	6	i	1
